S3 lipid droplet = qHTS Assay for Lipid Storage Modulators in Drosophila S3 Cells; Drosophila S3 cells, BODIPY lipid droplet fluorescence, 18-24 h; cells fed with added oleic acid; Potency in µM for hits, for the others lipid storage change, negative = inhibition, % at the top dose, mostly 46.1 µM; actives 0.64% (n = 320,000); active = well fitted inhibition curve with a large enough effect in the signal ratio, with a control signal flat, not every such curve was filed as active; inconclusive = small, poorly fitted or top-dose-only effect, or effect the other way, or a change in a side signal; the % refers to the signal ratio
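Drosophila S3 cells loaded with oleic acid (400 uM, as added) and compounds at several concentrations; lipid droplets imaged by 488-nm laser-scanning cytometry, 500–530 nm intensity and object ratio to cell channel. Percent activity normalized to 20 uM Triacsin C.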
S3 lipid droplet cell count max = recorded beside S3 lipid droplet, whose call it bears; cell number change, %; measured here: cell count max response;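 cells counted by Cell Tracker Red CMTPX staining in the red channel; peak over a dose series mostly up to 46.1 µM; percent activity relative to internal control wells on each plate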
* hit, by the source's call; i = inactive; ? = inconclusive; . = no result given. % is set by controls: 0 for no effect and ±100 for the full control effect; potency is the fitted concentration of half-maximal effect. Only part of the results is shown; rates above refer to the full screens.

smiles,S3 lipid droplet,S3 lipid droplet cell count max
CCN1/C(=C(\O)c2ccccc2)C(=O)c2ccccc2S1(=O)=O,?,.
OCC(CBr)(CBr)CBr,?,.
Cc1ccc(C(C(=O)NCC2CCCO2)N(Cc2ccccc2)C(=O)c2ccc(-c3ccccc3)[nH]2)o1 (stereo unspecified),-5%,-16
CCCCN(C(=O)c1ccc([N+](=O)[O-])o1)c1c(N)n(CC(C)C)c(=O)[nH]c1=O,27%,.
N#Cc1ccccc1COC(=O)c1cc(=O)c2ccccc2o1,-3%,7
Cc1cccnc1NC(=O)COc1ccc2c(c1)CCC2,i,.
CCOC(=O)c1c(-c2ccc(-c3ccccc3)cc2)csc1NC(=O)CNCCN(C)C,?,.
CC(C)(CNC(=O)Cc1ccc(Cl)cc1Cl)N1CCOCC1,?,.
Cc1nc2ccccc2c2oc(C(=O)N3CCc4ccccc4C3)cc12,?,.
CCN(C(=O)c1cc2ccccc2oc1=O)c1ccccc1,?,.
O=C(CCc1cn2ccccc2n1)NC1CCCc2c1cnn2-c1ccccc1F (stereo unspecified),?,.
Cc1cc(C)n(C(C)CC(=O)N2CCc3ccccc32)n1 (stereo unspecified),-18%,-12
CCOC(=O)C1CCCN(C(=O)c2ccc3nc(-c4cccc(OC)c4)oc3c2)C1 (stereo unspecified),-19%,7
CC1(c2ccccc2)NC(=O)N(CC(=O)Nc2cc(S(=O)(=O)N3CCOCC3)ccc2Cl)C1=O (stereo unspecified),?,.
O=C(Nc1ccc(F)c(Cl)c1)C1CCCCC1,?,.
Cc1nc2ccccc2cc1C(=O)N(C)Cc1ccccc1,?,.
COc1ccc(-c2nc(=S)[nH][nH]2)cc1OC,?,.
O=c1c([N+](=O)[O-])cccn1Cc1cccc(Cl)c1,-1%,13
Oc1ccccc1/C=N/NC(=S)NCCc1ccccc1,?,.
Cc1cc2c(n1-c1ccc(C(=O)O)cc1)CCCCC2,?,.
O=[N+]([O-])/C=C\c1ccc(N2CCCC2)c(F)c1,-7%,-18
CS(=O)(=O)N(CCC#N)Cc1ccco1,-2%,6
CN(C)S(=O)(=O)c1ccc(N2CCN(S(=O)(=O)c3ccc(F)cc3)CC2)c(Cl)c1,?,.
O=C(CNC(=O)Cc1ccccc1)NCC(=O)N1CCN(C(c2ccccc2)c2ccccc2)CC1,i,-29
COc1ccc2nc(SCC(=O)Nc3ccccc3C#N)[nH]c2c1,17%,-13
COc1cc(NC(=O)C(C)C)ccc1NC(=O)c1cc2ccccc2o1,?,.
O=C(/C=N/O)NCC1CCNCC1,?,.
CCOc1ccccc1NC(=O)Cn1nnc(C(=O)NCCc2ccc(OC)c(OC)c2)c1N,2%,4
CC(C)N1CC(C(=O)Nc2cccc([N+](=O)[O-])c2)CC1=O (stereo unspecified),?,.
O=C(NC1CCCC1)C(c1ccccc1)N(Cc1cccnc1)C(=O)Cc1cccs1 (stereo unspecified),18%,-1

Ordered by SMILES length (rising): 3 of the compounds above.
smiles,S3 lipid droplet,S3 lipid droplet cell count max
Oc1ccccc1/C=N/NC(=S)NCCc1ccccc1,?,.
O=C(CCc1cn2ccccc2n1)NC1CCCc2c1cnn2-c1ccccc1F (stereo unspecified),?,.
CCOc1ccccc1NC(=O)Cn1nnc(C(=O)NCCc2ccc(OC)c(OC)c2)c1N,2%,4

In the list so far, these have a thiophene ring, fused or not:
smiles,S3 lipid droplet,S3 lipid droplet cell count max
CCOC(=O)c1c(-c2ccc(-c3ccccc3)cc2)csc1NC(=O)CNCCN(C)C,?,.
O=C(NC1CCCC1)C(c1ccccc1)N(Cc1cccnc1)C(=O)Cc1cccs1 (stereo unspecified),18%,-1

Additional structures follow:
smiles,S3 lipid droplet,S3 lipid droplet cell count max
CC1c2cc3c(cc2CCN1CC(=O)Nc1ccc(S(=O)(=O)N2CCCC2)cc1)OCCCO3 (stereo unspecified),?,.
CC(=O)NC(CC(=O)Nc1cccc(S(=O)(=O)N2CCCC2)c1)c1ccccc1 (stereo unspecified),17%,-6
COc1c(C)cc(C(=O)C2CCCN(Cc3cnc(N4CCOCC4)s3)C2)cc1C (stereo unspecified),2%,-21
O=C(NC(=S)Nc1cccnc1)c1cccs1,7%,.
C/C(=C\C(=O)c1ccncc1)Nc1ccccc1O,10%,5
CCN(CC)S(=O)(=O)c1ccc(C(=O)NNC2=NS(=O)(=O)c3ccccc32)cc1,2%,-6
Fc1ccc(CSc2ccc3nnc(-c4cccnc4)n3n2)cc1,?,.
O=C(N/C(=C\c1ccccc1)C(=O)N1CCOCC1)c1ccco1,i,2
COc1ccccc1C/C(N)=N/OC(=O)COc1cccc2ccccc12,?,.
COc1ccc(C(=O)NNC(=O)CCC(=O)NNC(=O)c2ccc(OC)cc2)cc1,?,.
Cc1cc(NC(=O)CCC(=O)N(CC(=O)NCC2CCCO2)c2ccc(F)c(Cl)c2)no1 (stereo unspecified),i,14
CN(C)CC/C=C1/c2cc(F)ccc2CSc2ccc(F)cc21,?,.
O=C(O)c1ccc(-n2c(=O)c3ccccc3c3ccccc3c2=O)cc1,-1%,10
CCN(CC(=O)Nc1ccc(OC)cc1)C(=O)c1ccccc1Sc1ccccc1C#N,?,.
COc1cccc(/C=N/NC(=O)c2cnn(-c3ccccc3)c2N)c1,?,.
S=c1[nH]c2cnccc2n1Cc1ccccc1,11%,13
CC1OC(Nc2ccc(OC(F)(F)F)cc2)C(O)C(O)C1O (stereo unspecified),-12%,-13
CC(=O)Nc1ccc(NC(=O)CCCNC(=O)c2ccc(Cl)cc2)cc1,?,.
Cc1cccc(N=Nc2c(C)[nH]n(C(N)=S)c2=O)c1C,?,.
Cc1ccc(Cn2nnc3c(=O)[nH]c(C4CCCN(C(=O)Nc5ccc(F)cc5F)C4)nc32)cc1 (stereo unspecified),7%,-1
Cn1c(SCC(=O)Nc2nc3c(s2)CCCC3)nnc1-c1ccccc1,24%,3
O=C1CSC(c2ccccn2)N1c1ccc(Cl)c(Cl)c1 (stereo unspecified),20%,-11
CCOC(=O)c1c(NC(=O)CSc2n[nH]c(N)n2)sc(CC)c1C,?,.
O=C1C=C(c2ccccc2)CC(c2cccs2)C1n1cnc([N+](=O)[O-])c1 (stereo unspecified),?,.
OCCC1CN(Cc2nc(-c3ccccc3)cs2)CCN1CCc1ccccc1 (stereo unspecified),12%,2
Cc1ccc(C23CC4CC(CC(C(=O)NN)(C4)C2)C3)cc1,18%,-5
COC(=O)c1ccc(/C=N/Nc2nc(-c3ccc(Cl)cc3Cl)cs2)cc1,?,.
NC(=O)c1ccc(NC(=O)COC(=O)c2cc([N+](=O)[O-])ccc2N2CCOCC2)cc1,?,.
O=C(NCCn1c(C(F)(F)F)nc2ccccc21)[C@H]1CCCN1c1nc(CN2CCCCC2)cs1,?,.
Oc1ccc(N2CCN(C(c3cccs3)c3nnnn3CCc3ccccc3)CC2)cc1 (stereo unspecified),i,.

3 compounds from above, arranged by their value in S3 lipid droplet cell count max, high to low:
Structure	S3 lipid droplet cell count max
C/C(=C\C(=O)c1ccncc1)Nc1ccccc1O	5
Cn1c(SCC(=O)Nc2nc3c(s2)CCCC3)nnc1-c1ccccc1	3
CC(=O)NC(CC(=O)Nc1cccc(S(=O)(=O)N2CCCC2)c1)c1ccccc1 (stereo unspecified)	-6

Carrying on.
smiles,S3 lipid droplet,S3 lipid droplet cell count max
Cc1ccc(O)c(N)c1,-26%,-8
C=CCn1c(SCC(=O)NC2CCCCC2)nnc1C(C)NC(=O)c1cccs1 (stereo unspecified),?,.
Cc1nc(C)n(C(C)CNC(=O)c2ccco2)n1 (stereo unspecified),i,26
Cc1c(C(=O)N2CCCCCC2)c(S(=O)(=O)NCc2ccccc2Cl)c(C)n1C,i,5
C#CCOCCOCCOCCNc1nc(N2CCOCC2)nc(N2CCN(C(=O)Cn3cc(CC(C)O)nn3)CC2)n1 (stereo unspecified),1%,-1
COc1cccc(OC)c1C(=O)NC(=O)Oc1c(F)cccc1F,?,.
COc1ccc(Br)cc1CN1CCC(N2CCCC2)CC1,?,.
CC(C)n1ncc2c(C(=O)Nc3cccc(C#N)c3)cc(C3CC3)nc21,8%,-18
CC(=O)Nc1ccc2nc(SCC(=O)O)sc2c1,?,.
O=S(=O)(c1ccccc1)[C@@]1(c2ccc(Br)cc2)C[C@@H]2ON=C(c3cccc(Br)c3)[C@@H]2C1,?,.
CC(C)c1ccc(/C=C/C(=O)NNC(=O)c2cccnc2)cc1,-6%,-6
COc1ccccc1CCNC(=O)CCn1c(=O)oc2ccccc21,?,.
COc1cc(/C=N/NC(=O)c2ccccc2NS(=O)(=O)c2cccs2)ccc1O,?,.
COc1cc(OC)cc(C(=O)OCC(=O)NC2CCCCCC2)c1,?,.
CNc1ccccc1C(=O)OCC(=O)c1ccc(F)cc1,-2%,2
COC(=O)c1ccc(CNC(=O)COC(=O)C2CC3C=CC2C3)cc1 (stereo unspecified),?,.
O=C(CN1CCc2ccccc21)Nc1ccc2c(c1)OCCCO2,?,.
Cc1cccc(-c2ccc(C=Nc3c(C)n(C)n(-c4ccccc4)c3=O)o2)c1,?,.
Cc1ccc2nc(-c3cccc(NC(=O)c4ccc5c(c4)OCCO5)c3)oc2c1,?,.
Cn1c(=O)c2c(O)c(C=Nc3ccc(F)cc3)c(=O)n(C)c2n(C)c1=O,0%,-2
CC(C)(C)N=C1NN=C(c2ccc(S(=O)(=O)N3CCCCC3)cc2)CS1,?,.
CCC(C(=O)NC1CCCCC1)n1nc(C)c2c(C)n(-c3ccccc3)nc2c1=O (stereo unspecified),?,.
Cc1ccc(C2NC(=O)NC(O)(C(F)(F)F)C2C(=O)c2ccccc2)o1 (stereo unspecified),-14%,-11
COc1ccc(S(=O)(=O)N2CCN(C(=O)c3ccc4ccccc4n3)CC2)cc1,18%,10
COC(=O)c1c(NC(=O)CCCC(=O)O)sc(C)c1C,?,.
CC(C)(C)c1ccc(S(=O)(=O)n2c(CN3CCOCC3)nc3ccccc32)cc1,i,.
Cc1cc(NCCCn2ccnc2)n2nc(C)c(-c3ccc(Cl)cc3)c2n1,0%,4
Cc1cc(C)cc(NC(=O)C2CCN(c3nc(C)cc(C)n3)CC2)c1,?,.
CCOC(=O)c1ccccc1NC(=S)N1CC(C)CC(C)C1 (stereo unspecified),?,.
O=C(CCSc1ccccc1)Nc1ncccn1,8%,.
OC(c1nnc(-c2ccccc2)o1)c1cccs1 (stereo unspecified),0%,.
CC(Sc1ccccc1)C(=O)N(CCC#N)Cc1cccnc1 (stereo unspecified),0%,4
CCOC(=O)CNC(=O)c1sc(NC(=O)/C=C/c2ccccc2)nc1C,16%,4
CCOc1cc(/C=C2\C(=O)N(c3ccc(C(N)=O)cc3)N=C2C)ccc1OC(=O)c1cccs1,?,.
COc1ccc(NS(=O)(=O)c2cccc3nsnc23)cc1OC,?,.
CC(OC(=O)C1=NN(c2ccccc2)C(=O)CC1)C(=O)NC1CCCCC1C (stereo unspecified),?,.
COc1cc(NC(=O)CCc2nnc3ccc(N4CCOCC4)nn23)cc(OC)c1OC,?,.
COc1ccc(N2C(=O)CC(N3CCN(C4CCc5ccccc5C4)CC3)C2=O)cc1 (stereo unspecified),i,.
COc1cccc(C(c2sc3nc(C)nn3c2O)N2CCN(c3ccccc3F)CC2)c1 (stereo unspecified),3%,-6
CCc1noc(C)c1C(=O)N1CCN(S(=O)(=O)c2cc(C)ccc2C)CC1,i,.
O=C(NC1CC1)C1=C[C@@H](c2ccc3c(c2)OCO3)C[C@@H](OCCCCO)O1,?,.
CCOC(=O)C1CCN(C(=O)c2ccccc2NS(=O)(=O)c2cc(C)ccc2C)CC1,?,.
S=C(NCc1ccco1)N/N=C/c1ccccc1Cl,?,.
Cn1cc(/C=N/NC(=O)COc2ccccc2[N+](=O)[O-])c2ccccc21,?,.
C=CCN1C(=O)CN=C1Nc1ccc(OC)cc1OC,?,.
COc1ccc(CCN(C)CC(=O)Nc2cc(C)nc3ccccc23)cc1OC,?,.
Cc1ccc(/C=N/c2sc3c(c2C(N)=O)CCCC3)o1,3%,-25
CC1(C)CC(=O)N(CC(=O)NC2CCCC2)c2ccccc2S1(=O)=O,-20%,0
Cc1ccc(CN=c2c([N+](=O)[O-])nn(-c3ccc4c(c3)OCCO4)n2O)cc1,?,.
CCOP(=O)(OCC)C(Nc1ccccn1)c1ccccc1 (stereo unspecified),-2%,-9
O=C(CN(Cc1ccccc1)S(=O)(=O)c1ccc(Br)cc1)N/N=C/c1ccccc1C(=O)O,0%,7
COc1ccc(-n2c(=O)c3ccccc3n(CC(=O)NCc3ccco3)c2=O)cc1,?,.

Single records (already shown). Order of values: S3 lipid droplet	S3 lipid droplet cell count max
CC(OC(=O)C1=NN(c2ccccc2)C(=O)CC1)C(=O)NC1CCCCC1C (stereo unspecified) across the screens: ?	.
COc1ccc(NS(=O)(=O)c2cccc3nsnc23)cc1OC across the screens: ?	.
